Assay outcomes as filed in PubChem.
FEN1 inhibitor = qHTS Assay for the Inhibitors of Human Flap endonuclease 1 (FEN1); Recombinant FEN1 flap cleavage, fluorescence, 15 min; Potency, µM (doses to about 114 µM), for inactives: at the highest dose activity change, negative = inhibition, usual class: inhibitors; 390,000 compounds, 0.35% hits; AID 588795, 2011; also: nearly all actives have a fitted effect of over 65% in size
Target sequence (P39748 whole entry, looked up): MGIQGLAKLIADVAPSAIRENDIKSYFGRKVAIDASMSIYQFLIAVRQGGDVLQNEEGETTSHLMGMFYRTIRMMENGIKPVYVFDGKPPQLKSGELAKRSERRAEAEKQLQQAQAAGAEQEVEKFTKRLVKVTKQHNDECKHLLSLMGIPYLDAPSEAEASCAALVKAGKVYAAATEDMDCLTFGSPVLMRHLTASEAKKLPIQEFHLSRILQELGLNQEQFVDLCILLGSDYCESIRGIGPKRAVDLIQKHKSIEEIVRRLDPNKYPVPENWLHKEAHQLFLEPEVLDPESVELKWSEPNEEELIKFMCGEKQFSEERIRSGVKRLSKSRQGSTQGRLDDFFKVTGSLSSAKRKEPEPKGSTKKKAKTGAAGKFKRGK
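FEN1 at 10 nM, compound pretreatment for 15 min (room temperature), 50 nM final substrate to initiate; endpoint reads at 0 and 15 min; DMSO-only plates used as vehicle background.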
DT40 TDP1 CPT = qHTS for Inhibitors of human tyrosyl-DNA phosphodiesterase 1 (TDP1): qHTS in cells in presence of CPT. chicken DT40 Tdp1-/-;hTDP1 cells + 20 nM CPT, ATP luminescence, 48 h. Potency, µM (top dose mostly 46.2 µM), for the others: top-dose activity change, negative = growth inhibition, hits mostly inhibitors. 420,000 compounds, 12% hits. AID 686979, 2013; also: nearly all actives have a fitted effect of over 55% in size
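Chicken DT40 Tdp1-/- cells complemented with human TDP1, 400 cells/well, exposed to compounds plus 20 nM camptothecin for at least 48 h at 37 C; viability read as ATP content by CellTiter-Glo luminescence.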
N370S GC = qHTS Assay for Inhibitors and Activators of N370S glucocerebrosidase as a Potential Chaperone Treatment of Gaucher Disease; N370S GC spleen homogenate, 4MU-glucoside fluorescence; Potency, µM (highest dose often 59.4 µM), for the others: top-dose activity change, negative = inhibition, hits mostly inhibitors; 330,000 compounds, 0.092% hits; AID 2101, 2009;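 also: 0% = full enzyme activity and -100% = no enzyme basal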
* hit, by the source's call; ? = inconclusive; . = no result given; & = joins results of further samples. Calls follow the shape of the dose curve; as a rule, active = well fitted curve in the direction sought with a large enough effect; inconclusive = small, poorly fitted or top-dose-only effect, or another doubt; inactive = no such curve, though single readings can be large; an effect the other way counts as inactive or inconclusive. Unless noted, % is scaled to controls: 0 for no effect and ±100 for the full control effect; potency is read from the fitted curve at half-maximal effect. Some of the compounds tested; the hit share may differ from the screen's.

SMILES	FEN1 inhibitor	DT40 TDP1 CPT	N370S GC
CCN(CC)C(=O)Cn1c(=O)n(CC2CCC(C(=O)NC)CC2)c(=O)c2sccc21 (configuration not stated)	13%	-14%	.
Cc1cccc(C(=O)Nc2cccc(OCC(=O)O)c2)c1	5%	4%	2%
CN(C)CCN1C(=O)NC(C)(c2ccc([N+](=O)[O-])cc2)C1=O (configuration not stated)	-5%	0%	0%
CCC1CCCCN1Cc1nc(Cc2ccccc2Cl)no1 (configuration not stated)	-16%	?	4%
O=C(NCc1ccc(F)cc1)C1CCN(S(=O)(=O)N2CCCCC2)CC1	-2%	-27%	-6%
Cn1c(N)c(C(=O)COC(=O)c2ccc(Cl)nc2)c(=O)n(C)c1=O	0%	14%	5%
CCOC(=O)C1=C(O)CSC1=Nc1ccc(Cl)cc1	4%	?	-12%
COc1ccc([N+](=O)[O-])cc1NC(=S)Nc1ccccc1	-14%	3%	-8%
COc1cccc(NC(=O)CN2C(=O)NC(C)(CCC(C)C)C2=O)c1 (configuration not stated)	7%	-4%	-1%
CCOC(=O)C1CCN(C(=O)c2nn(-c3ccc(OC)cc3)c(=O)c3c2c2ccccc2n3C)CC1	-5%	?	.
Cc1ccc(S(=O)(=O)NC23CC4CC(CC(C4)C2)C3)cc1	8%	?	.
COC1=C(Nc2ccc(O)cc2)C(=O)c2ccccc2C1=O	-22%	4.1µM*	?
CCc1nn(C)c(-c2n[nH]c(=S)n2N)c1Cl	-2%	0%	9%
O=C(CSc1nnc(CNC(=O)c2cccs2)o1)NCc1ccc(F)cc1	-9%	-2%	4%
CCN1CCN(c2nnc(-c3ccc(F)cc3)c3ccccc23)CC1	11%	-5%	1%
CCOC(=O)C1CCN(C(=O)COC(=O)C2CCN(S(=O)(=O)c3ccc(C)c(C)c3)CC2)CC1	10%	4%	-6%
O=c1cc(-c2ccc3c(c2)OCCO3)oc2ccc(Cl)cc12	5%	?	11%
CCCn1cc(S(=O)(=O)c2ccc(C)c(C)c2)c(=O)c2cc(F)c(N3CCC(C)CC3)cc21	-4%	5%	.
O=C(Oc1c(Cl)cc(Cl)c2cccnc12)N1CCCCC1	4%	-30%	-12%
COC(=O)c1ccc(NC(=O)N2CCCC(C(=O)c3ccccc3OC)C2)cc1 (configuration not stated)	-8%	?	-1%
Cc1ccc2sc(N(CCCN(C)C)C(=O)c3nc4ccccc4s3)nc2c1C	-2%	13µM*	10%
CC(C)Oc1ccc(C(=O)NCC(c2ccc(N(C)C)cc2)N2CCc3ccccc32)cc1 (configuration not stated)	-2%	9.2µM*	.
CCC(C(=O)NCc1ccccc1OC)n1nc(C)n2c(cc3sccc32)c1=O (configuration not stated)	13%	?	.
NC(N)=NCCC[C@H](NC(=O)OCc1ccccc1)C(=O)O	16%	6%	8%
Cc1ccc(NC(=S)Nc2ccc3nc(-c4ccccn4)c(-c4ccccn4)nc3c2)cc1C	11%	26µM*	16%

Copied from the list.
`CCC(C(=O)NCc1ccccc1OC)n1nc(C)n2c(cc3sccc32)c1=O` (configuration not stated) in FEN1 inhibitor reads 13%
`CC(C)Oc1ccc(C(=O)NCC(c2ccc(N(C)C)cc2)N2CCc3ccccc32)cc1` (configuration not stated) in FEN1 inhibitor reads -2%

Other results.
SMILES	FEN1 inhibitor	DT40 TDP1 CPT	N370S GC
CCN(C(=O)COC(=O)c1ccccc1NC(=O)c1ccco1)C1CCS(=O)(=O)C1 (configuration not stated)	2%	14%	8%
Cc1ccccc1C1CC(c2ccc(F)cc2)Nc2nc(N)nn21 (configuration not stated)	17%	21µM*	-9%
Cc1ccc(Nc2nnc(-c3ccc(C)c(S(=O)(=O)N4CCCCC4)c3)c3ccccc23)cc1	-21%	?	.
COc1ccc(/C=N/N2CCOCC2)cc1O	-8%	12%	-7%
CCCc1cc(=O)oc2cc(OCC(=O)NCCc3c[nH]c4ccccc34)ccc12	16%	23µM*	-2%
Cc1cccc(C(OC(=O)c2ccco2)C(=O)NCc2ccccc2)n1 (configuration not stated)	5%	-1%	8%
N#Cc1ccccc1OCC(=O)N1CCc2ccccc2C1	-2%	1%	0%
CCN(CC(=O)NCc1cccs1)C(=O)c1ccccc1Cl	2%	-5%	-5%
O=C(Nc1ccc2oc(-c3cccc4c(Br)cccc34)nc2c1)c1ccc(Br)cc1	4%	-11%	.
COc1ccccc1CN1CC(C(=O)NC2CCOCC2)CCC1=O (configuration not stated)	-1%	7%	-14%
Cc1ccc(OCC(=O)N(Cc2ccccc2)C(C)(C)C)c([N+](=O)[O-])n1	0%	?	10%
COc1cccc(C(=O)Nc2c(C(=O)N3CCN(c4ccc(F)cc4)CC3)oc3ccccc23)c1	1%	?	.
CC(=O)Nc1ccc(S(=O)(=O)N(C)c2ccc(OCC(=O)Nc3ccccc3C(C)=O)cc2)cc1	-3%	18µM*	-15%
CCC(C)NC(=S)N(Cc1cc2cc(C)ccc2n2nnnc12)CC(C)(C)NC(C)C (configuration not stated)	-10%	16µM*	-6%
CC(C)(C)N(Cc1cc2ccccc2[nH]c1=O)C(=O)c1cccnc1	8%	?	9%
CC1Oc2ccccc2C=C1/C=N/NC(=O)c1ccccc1 (configuration not stated)	10%	9.2µM*	2%
CCOC(=O)C1CCCN(C(=O)CN2C(=O)COc3ccc(C(C)(C)C)cc32)C1 (configuration not stated)	-3%	-15%	-1%
CCN(CC)CCNc1ncnc2c1sc1nc(N3CCCC3)c3c(c12)CC(C)(C)OC3	?	?	-1%
CCOC(=O)c1c(C)n(C)c2ccc(OCC(O)CN3C(=O)c4ccccc4S3(=O)=O)cc12 (configuration not stated)	-11%	16µM*	4%
COc1ccc(-c2coc3cc(O)ccc3c2=O)c(OC)c1	.	8%	-5%
O=C(CNC(=O)c1ccc(-c2ccccc2)cc1)Nc1ccc(S(=O)(=O)Nc2ncccn2)cc1	-17%	1%	6%
C/C(CC(=O)Nc1ccc(N(C)C)cc1)=N\NC(=O)c1ccccc1O	-5%	-17%	-4%
O=C(NCCN1CCN(Cc2ccccc2)CC1)c1ccc(CS(=O)(=O)c2ccc(Br)cc2)o1	-2%	?	-2%
CN(C)C(=O)c1nnc(Cc2ccc(Cl)cc2)o1	-1%	-1%	11%
CSc1ccccc1NC(=O)COc1ccccc1C	10%	-18%	?

Reprinted from the entries so far for reference:
SMILES	FEN1 inhibitor	DT40 TDP1 CPT	N370S GC
O=C(NCCN1CCN(Cc2ccccc2)CC1)c1ccc(CS(=O)(=O)c2ccc(Br)cc2)o1	-2%	?	-2%
CN(C)C(=O)c1nnc(Cc2ccc(Cl)cc2)o1	-1%	-1%	11%
CSc1ccccc1NC(=O)COc1ccccc1C	10%	-18%	?

Gathered by group: those above with a tert-butyl group (3)
SMILES	FEN1 inhibitor	DT40 TDP1 CPT	N370S GC
Cc1ccc(OCC(=O)N(Cc2ccccc2)C(C)(C)C)c([N+](=O)[O-])n1	0%	?	10%
CC(C)(C)N(Cc1cc2ccccc2[nH]c1=O)C(=O)c1cccnc1	8%	?	9%
CCOC(=O)C1CCCN(C(=O)CN2C(=O)COc3ccc(C(C)(C)C)cc32)C1 (configuration not stated)	-3%	-15%	-1%

New compounds follow:
SMILES	FEN1 inhibitor	DT40 TDP1 CPT	N370S GC
Cc1cccc(NS(=O)(=O)c2ccc3c(c2)[C@H]2C=CC[C@H]2[C@@H](c2ccc(F)cc2)N3)c1	-14%	10µM*	.
Cc1noc(NS(=O)(=O)c2ccc(N3C(=O)c4ccccc4C3=O)cc2)c1C	-11%	0%	2%
COc1ccc2c(=O)ccoc2c1	.	-8%	-12%
COc1ccc(CNC(=O)C(=O)NCC2OCCN2S(=O)(=O)c2ccc(OC)cc2)cc1 (configuration not stated)	-1%	?	.
COc1ccc(C)cc1S(=O)(=O)N1CCCC(C(=O)N2CCN(c3ccccc3)CC2)C1 (configuration not stated)	-16%	?	1%
CCc1ccc(S(=O)(=O)c2cnc(SCC(=O)Nc3ccc(OC)cc3OC)[nH]c2=O)cc1	5%	-4%	.
COC(=O)c1c(-c2ccc(F)cc2)noc1N	-7%	-15%	6%
Cc1ccc(-n2c(C)cc(/C=N/NC(=O)c3ccncc3)c2C)cc1C	-4%	?	-16%
S=C(Nc1ccc2nsnc2c1)NC1CCCCC1	2%	?	6%
CCOC(=O)C1(N(CC)CC)Sc2cc(C)ccc2NC1=O (configuration not stated)	8%	16µM*	0%
COc1cc(Cl)c(C)cc1NC(=O)c1cn(CC(C)C)c(=O)c2cc(OC)c(OC)cc12	-4%	?	.
CC(=O)Nc1nc(C)c(C(C)C)s1	13%	-6%	5%
COC(=O)C1CCN(c2c([N+](=O)[O-])cc(C(F)(F)F)cc2[N+](=O)[O-])CC1	-18%	-4%	-2%
CCN(CC)C(=O)c1[nH]cnc1C(=O)Nc1ccc(OC)cc1	0%	-12%	-5%
O=C(CSc1nc2c([nH]c3ccccc32)c(=O)n1-c1ccc(F)cc1)N1CCc2ccccc21	-1%	0%	.
CCN(CC)CCCNC(=O)C1CCC(CNS(=O)(=O)c2c(C)cc(C)cc2C)CC1 (configuration not stated)	1%	?	0%
CC1CCCN(C(=O)CCS(=O)(=O)c2cc3c(cc2Cl)NC(=O)CO3)C1 (configuration not stated)	-3%&-9%	-8%	-1%
Cc1ccc(Nc2nc3ccccc3nc2-n2nc(C)cc2C)cc1	-15%	0%	3%
Cc1csc(-c2cnn(-c3ccccc3)c2NC(=O)c2ccc(C(F)(F)F)cc2)n1	-19%	?	-13%
COc1ccc(NS(=O)(=O)c2cc(NC(=O)c3cc(F)c(F)c(F)c3F)ccc2N2CCCC2)cc1	-23%	?	19%
Cc1ccc(/C=N/NC(=O)c2cccs2)o1	11%	-10%	-3%
CCOc1cc(/C=N/Nc2nc(N3CCCCC3)nc(N3CCCCC3)n2)ccc1OC(=O)c1ccco1	3%	?	0%
CN(C(=O)CSC(=O)c1ccccc1)c1ccccc1	-4%	-9%	-5%
NCCNC(=O)c1ncsc1-c1cccc(F)c1	?	-2%	3%
O=C(NCc1ccco1)c1cc(-c2ccccn2)nc2ccccc12	5%	-12%	1%
(cont.)
SMILES	FEN1 inhibitor	DT40 TDP1 CPT	N370S GC
Nc1ccc(C(=O)N2N=C(c3ccccc3)CC2(O)C(F)(F)F)cc1 (configuration not stated)	8%	3%	8%
COc1ccc(N(C(=O)c2ccco2)S(=O)(=O)c2cccs2)cc1	-11%	-14%	7%
CCOC(=O)c1ccc(NS(=O)(=O)c2cc(Br)cc3c2N(C(C)=O)C(C)C3)cc1 (configuration not stated)	-5%	9.2µM*	.
O=c1[nH]c(SCc2ccc(F)cc2Cl)nc2ccccc12	-13%	-42%	0%
Cc1ccc(NC(=O)CNS(=O)(=O)c2cccs2)cc1F	0%	-14%	1%
CC(Sc1nc2c(N)ncnc2n1CCOc1ccccc1)C(=O)O (configuration not stated)	-7%	9%	-7%
CCOc1ccccc1NC(=O)CCNS(=O)(=O)c1ccccc1	-2%	5%	-22%
CCN(Cc1ccccc1)C(=O)c1cccnc1	-2%	-13%	-9%
Cc1cccc(OCCN2CSC(=S)N(C)C2)c1	7%	4.6µM*	-3%
C/C(=N\NC(=O)c1ccco1)c1ccc(NC(=O)c2cccs2)cc1	-1%	-24%	3%
C/C(=C\C(=O)c1ccc(Cl)cc1)Nc1ccc(N2CCOCC2)cc1	0%	-13%	-6%
Cc1[nH]c2ccccc2c1C(=O)CSCC(=O)O	-4%	-20%	0%
CCCCNC(=O)Nc1ccccc1C(=O)NCCC	-1%	-14%	-13%
O=C(N/N=C/c1cccc(F)c1)c1ccc(Cl)cc1	-14%	27%	-7%
CCCCn1nnnc1SCC(=O)NNC(=O)c1ccco1	-1%	20%	5%
COc1ccc(NC(=O)CN(C)C(=O)c2c(C)nn(-c3ccccc3)c2Cl)cc1	-3%	-1%	2%
Nc1ncnc2c1ncn2CCN1CCOCC1	6%	-4%	-2%
COc1ccc(-n2ncc(C(=O)Nc3ccc(C)cc3Cl)c2C2CCN(C(=O)OC(C)(C)C)CC2)cc1	1%	16µM*	.
C#CCOCCOCCOCCNc1nc(N2CCN(C(=O)[C@H]([C@@H](C)CC)n3cc(CCC(=O)O)nn3)CC2)nc(N2CCN(C(=O)[C@H](CCCCN)n3cc(CC(C)O)nn3)CC2)n1 (some centres not stated)	-17%	-16%	.
CC1CCCC(NC(=O)CN2C(=O)NC(Cc3c[nH]c4ccccc34)C2=O)C1C (configuration not stated)	?	-29%	.
NC(=O)NCc1ccc(C(=O)OCc2ccncc2)cc1	-9%	-5%	14%
CCN(Cc1ccccc1)C(=O)CN1C(=O)c2ccccc2S1(=O)=O	3%	-1%	-12%
